Screening results deposited in PubChem by NCI.
Growth percent in the NCI-60 one-dose screen (48 h, 10 µM unless noted): 100 = growth as untreated, 0 = no growth, -100 = all killed.
SN12C: SN12C renal cancer cells | 3.8% of 81,000 active | AID 1794767
786-0: 786-0 renal cancer cells; 5.1% of 81,000 active
UO-31: UO-31 renal cancer; 5.2% of 81,000 active
OVCAR-4: OVCAR-4 ovarian cancer cells; 3.7% of 80,000 active
IGROV1: IGROV1 ovarian cancer. 4.7% of 79,000 active. AID 1794786
OVCAR-5: OVCAR-5 ovarian cancer; 2.9% of 82,000 active; AID 1794783
SK-OV-3: SK-OV-3 ovarian cancer cells; AID 1794785; 3.2% of 80,000 active
TK-10: TK-10 renal cancer cells. 3.9% of 81,000 active. AID 1794769
* marks the source's active call; other numbers are inactive results; nt = not tested or not shown; [ ] = another dose, or the depositor's remark. The calls were made as follows: active = growth percent below 10; inactive = the rest.

Sample of the layout, six compounds:
SMILES | SN12C | 786-0 | UO-31 | OVCAR-4 | IGROV1 | OVCAR-5 | SK-OV-3 | TK-10
Nc1nc(N)c(N=Nc2c(Br)cc(S(N)(=O)=O)cc2Br)c(N)n1 | 103.2 | 105.6 | 98.0 | 124.4 | 105.3 | 108.9 | 107.8 | 122.0
O=C(CCc1ccc(O)cc1)N/N=C/c1ccc2c(c1)OCO2 | 87.4 | 90.9 | 71.2 | 94.4 | 95.2 | 91.2 | 107.0 | 121.7
CSc1nc2[nH]c(=O)cc(O)n2n1 | 102.3 | 107.5 | 93.5 | 107.3 | 99.5 | 101.3 | 102.8 | 97.5
CCOC(=O)CCCCNC1(c2ccc(F)cc2)C2CC3CC(C2)CC1C3 (stereo not given) | 107.9 | 99.9 | 83.0 | 100.2 | 104.9 | 100.5 | 110.2 | 104.5
O=S1(=O)CCN(CCCCc2ccccc2)CC1 | 108.1 | 89.4 | 94.3 | 95.7 | 136.7 | 95.7 | nt | 96.1
Cc1cc(C)n(-c2nc3sc(C(N)=O)c(C)c3c(=O)n2Cc2ccccc2)n1 | 100.9 | 99.3 | 74.2 | 113.6 | 97.1 | 104.7 | 106.0 | 113.2

This part in full, previewed entries included:
SMILES | SN12C | 786-0 | UO-31 | OVCAR-4 | IGROV1 | OVCAR-5 | SK-OV-3 | TK-10
Nc1nc(N)c(N=Nc2c(Br)cc(S(N)(=O)=O)cc2Br)c(N)n1 | 103.2 | 105.6 | 98.0 | 124.4 | 105.3 | 108.9 | 107.8 | 122.0
O=C(CCc1ccc(O)cc1)N/N=C/c1ccc2c(c1)OCO2 | 87.4 | 90.9 | 71.2 | 94.4 | 95.2 | 91.2 | 107.0 | 121.7
CSc1nc2[nH]c(=O)cc(O)n2n1 | 102.3 | 107.5 | 93.5 | 107.3 | 99.5 | 101.3 | 102.8 | 97.5
CCOC(=O)CCCCNC1(c2ccc(F)cc2)C2CC3CC(C2)CC1C3 (stereo not given) | 107.9 | 99.9 | 83.0 | 100.2 | 104.9 | 100.5 | 110.2 | 104.5
O=S1(=O)CCN(CCCCc2ccccc2)CC1 | 108.1 | 89.4 | 94.3 | 95.7 | 136.7 | 95.7 | nt | 96.1
Cc1cc(C)n(-c2nc3sc(C(N)=O)c(C)c3c(=O)n2Cc2ccccc2)n1 | 100.9 | 99.3 | 74.2 | 113.6 | 97.1 | 104.7 | 106.0 | 113.2
OC1CCN(CCCOc2c3ccc(Cl)cc3nc3c2oc2ccccc23)CC1 | 6.6* | -30.7* | -52.1* | 1.3* | -18.0* | -4.9* | 7.9* | nt
CC(C)(C)OC(=O)N1CCC2(CC1)Oc1ccccc1[C@H]1CC(c3ccc(Br)cc3)=NN12 | 71.2 | 76.8 | 43.0 | 65.0 | 58.7 | 122.5 | 79.1 | 131.2
O=S(=O)(NCCCNc1nccc(-c2c(-c3cccc(F)c3)nc3sccn23)n1)c1ccc(Cl)cc1 | 65.9 | 83.6 | 41.8 | 61.3 | 42.7 | 125.0 | 78.1 | 99.0
O=NC1C(Cl)C2CC1C1C=CCC12 (stereo not given) | 104.2 | 101.7 | 97.1 | 96.8 | 108.8 | 101.3 | 110.8 | 102.0
COc1ccc(/C=C2\Cc3cc4c(cc3C2=O)OCO4)c(OC)c1 | 98.0 | 84.6 | 87.5 | 105.1 | 92.4 | 107.2 | 105.8 | 101.8
COc1cccc(NC(=O)Nc2ccc(Nc3ncnc4sc5c(c34)CCNC5)cc2)c1 | 94.8 | 114.5 | 71.1 | 97.9 | 96.3 | 95.5 | 70.2 | 95.5
Cc1ccc(-c2nc(-c3cn(C)c4ncccc34)cs2)cc1 | -13.1*[100 µM] | -52.8*[100 µM] | 14.8[100 µM] | -21.5*[100 µM] | -0.1*[100 µM] | -5.3*[100 µM] | -33.7*[100 µM] | -60.0*[100 µM]
O=C(Nc1ccc(CN2CCOCC2)c(C(F)(F)F)c1)c1nc2ccc3[nH]ncc3c2c2c1CCCC2 | 94.4 | 101.0 | 73.0 | 91.0 | 95.8 | 104.1 | nt | 104.2
CCN(CC)CCN1C(=O)c2c(c3c4ccccc4[nH]c3c3ccc4ccccc4c23)C1=O | -89.2* | -96.7* | 14.3 | -79.5* | 76.1 | -85.8* | 83.1 | -86.2*
N#CC(C#N)=Cc1ccc(Oc2ccccc2)cc1 | 108.0 | 100.5 | 87.4 | 96.6 | 105.9 | 111.7 | 113.4 | 103.3
N[C@@H](Cc1ccc(O)c(O)c1)C(=O)O | 104.1 | 101.2 | 80.0 | 108.9 | 109.9 | 103.3 | 116.2 | 105.8
C[S+](C)CC(=O)c1ccccc1 | 112.1 | 107.4 | 69.3 | 111.6 | 87.1 | 95.6 | 96.7 | 108.8
C=CCn1c(SCC(=O)Nc2ccc(C(C)=O)cc2)nnc1-c1cc(-c2ccc(S(C)(=O)=O)cc2)nc2ccccc12 | 91.8 | 91.5 | 62.0 | 93.6 | 89.5 | 99.4 | 139.7 | 109.7
O=C(O)c1ccc(S(=O)(=O)NC2CCCCC2)cc1 | 102.1 | 104.1 | 87.6 | 106.8 | 105.4 | 100.4 | 102.0 | 86.1
O=S1(=O)N(CCNc2nccc(-c3c(-c4cccc(O)c4)nc4sccn34)n2)CCN1Cc1ccccc1 | 64.1 | 78.3 | 43.8 | 110.3 | 51.9 | 112.9 | 52.9 | nt
CC1(c2ccccc2O)NNC(=NCC(=O)c2ccccc2)N1C(Cc1c[nH]c2ccccc12)C(=O)O (stereo not given) | 94.4 | 97.4 | 59.2 | 80.9 | 56.0 | 119.8 | 38.9 | 123.7
Cc1ccc2[nH]c3nc4cccnc4c(C)c3c2c1 | 88.4 | 107.1 | 62.8 | 87.1 | 85.8 | 59.6 | 88.0 | 38.7
N#Cc1c(-c2ccc(F)cc2)nc(SCc2ccccc2)nc1N1CCN(c2ccccc2)CC1 | 95.6 | 101.6 | 91.0 | 98.2 | 109.4 | 105.6 | 123.6 | 113.2
CCOC(=O)CCCC(=O)C(CCc1cccc2ccccc12)(C(=O)OCC)C(=O)OCC | 95.2 | 102.5 | 81.8 | 97.5 | 98.1 | 109.6 | 100.4 | 110.1

The last two records of the part before open the next one.
SMILES | SN12C | 786-0 | UO-31 | OVCAR-4 | IGROV1 | OVCAR-5 | SK-OV-3 | TK-10
N#Cc1c(-c2ccc(F)cc2)nc(SCc2ccccc2)nc1N1CCN(c2ccccc2)CC1 | 95.6 | 101.6 | 91.0 | 98.2 | 109.4 | 105.6 | 123.6 | 113.2
CCOC(=O)CCCC(=O)C(CCc1cccc2ccccc12)(C(=O)OCC)C(=O)OCC | 95.2 | 102.5 | 81.8 | 97.5 | 98.1 | 109.6 | 100.4 | 110.1
CCN1CCN(CC(=O)Nc2nc3ccc(N)cc3s2)CC1 | 102.5 | 96.1 | 91.0 | 108.1 | 101.4 | 98.3 | 107.5 | 99.5
COc1ccc(-c2cc(-c3cc(OC)ccc3OC)nc(SC)c2C#N)cc1 | 87.5 | 96.2 | 77.0 | 69.4 | 81.7 | 91.5 | 82.1 | 90.5
O=C(CSc1nc2ccccc2c(=O)n1-c1ccccc1)c1cc2cc(Br)cc(Br)c2oc1=O | 98.5 | 101.5 | 78.8 | 99.3 | 84.0 | 107.9 | 88.3 | 135.3
CCOC(=O)c1c2c(c(C)n1Cc1ccccc1)-c1nn(C)cc1CC2 | 90.8 | 86.6 | 77.2 | 82.7 | 91.8 | nt | 108.0 | 110.5
C#CCOc1cc(N(CC)CC)ccc1C(C(=O)NC(C)(C)C)N(C(=O)C1CCc2cc(F)ccc2O1)c1cc(Cl)cc(Cl)c1 (stereo not given) | 53.3 | 69.6 | 39.2 | 61.3 | 72.7 | 69.9 | 91.1 | 117.1
COc1cccc(-c2cc(-c3ccc(Nc4nc(Nc5ccc(Cl)cc5)nc(Nc5ccc(Cl)cc5)n4)cc3)nc(N)c2C#N)c1 | 79.0 | 59.2 | -66.8* | 23.6 | 10.1 | 82.2 | 121.9 | -53.4*
CC(C)C[C@H](C(=O)N[C@H](C(N)=O)C(C)C)N1CC=CCN(OCc2ccccc2)S1(=O)=O | 94.9[2.5 µM] | 102.2[2.5 µM] | 83.6[2.5 µM] | 109.4[2.5 µM] | 107.2[2.5 µM] | 95.2[2.5 µM] | 88.3[2.5 µM] | 102.3[2.5 µM]
Nc1ccn(C2CCCO2)c(=O)n1 (stereo not given) | 98.7 | 102.5 | 98.3 | 111.4 | 135.9 | 101.4 | 121.0 | 124.5
Cc1ccc(C(F)(F)F)cc1N1CCN(C(=O)[C@@H]2C[C@@H]2c2cccc(C(F)(F)F)c2)CC1 | 78.5 | 75.9 | 56.3 | nt | 70.1 | 96.3 | 70.9 | 89.3
O=[N+]([O-])c1ccc(N2CCCC(n3cccc3)C2)c([N+](=O)[O-])c1 (stereo not given) | 105.7 | 100.1 | 65.3 | 105.7 | 95.4 | 111.9 | 96.3 | 109.5
Oc1ccc(C(=Nc2ccccc2)c2ccccc2)c(O)c1 | 81.4 | 101.8 | 88.6 | 100.2 | 108.9 | 105.6 | 109.9 | 407.2
CCOc1cccc2sc(N(Cc3cccnc3)C(=O)C3CCCCC3)nc12 | 98.6 | 107.7 | 72.1 | nt | 95.9 | 106.3 | 94.2 | 126.6
COc1ccc(/C=C2\COc3ccc(O)c(O)c3C2=O)cc1 | -39.1* | -40.9* | -86.3* | 48.4 | 1.0* | -12.3* | 63.5 | 7.4*
OC(CN1CCCCC1)c1ccc(I)cc1 (stereo not given) | 104.2 | 101.9 | 85.8 | nt | 109.4 | 101.2 | 109.5 | 111.9
O=C(CCCl)OCc1ccccc1 | 101.6 | 101.7 | 88.3 | 100.4 | 109.0 | 109.9 | 98.1 | 103.2
Cc1nn(-c2ccccc2)c2ncn(CC(=O)NN3C(=O)c4ccccc4C3=O)c(=O)c12 | 85.3 | 99.2 | 86.8 | 106.6 | 107.9 | 108.2 | 102.1 | 88.8
CC1(C)[C@@H](O)CC[C@]2(C)[C@H]3CC[C@@H]4[C@H]5[C@H](C(=O)/C=C/c6cccnc6)CC[C@]5(CO)CC[C@@]4(C)[C@]3(C)CC[C@@H]12 | 89.0 | 93.5 | 84.7 | 86.9 | 96.1 | 94.4 | 106.7 | 107.2
COCc1nc2nccc(-c3ccccn3)n2n1 | 100.8 | 101.0 | 88.0 | 107.3 | 115.1 | 96.2 | 113.6 | 110.1
COc1cc([N+](=O)[O-])ccc1O | 91.5 | 107.6 | 81.7 | 97.7 | 99.3 | 92.1 | 99.5 | 98.7
COc1cccc(-c2nn(C(C)(C)C)cc2-c2ccnc(NCCNS(=O)(=O)c3ccc(C)cc3)c2)c1 | 101.4 | 106.5 | 90.7 | 99.2 | 108.5 | 100.2 | 115.6 | 99.9
NC[C@@H]1CCN(c2cc3c(cc2F)c(=O)n(N)c(=O)n3Cc2ccc3ccccc3c2)C1 | 93.7 | 78.3 | 66.8 | 94.3 | 99.8 | 105.9 | 84.0 | 88.2
COc1ccc(C2Sc3ccccc3NC3=C2C(=O)c2ccccc23)cc1 (stereo not given) | 98.0 | 88.6 | 80.6 | nt | 86.4 | 97.4 | 98.5 | 90.4
Cc1ccc(/C=C/C(=O)/C=C/c2ccc(C)s2)s1 | 96.0 | 107.6 | 87.8 | 101.0 | 98.7 | 101.9 | 106.3 | 102.9
COc1cc(NS(C)(=O)=O)ccc1Nc1c2ccc(Cl)cc2nc2c(OC)cccc12 | -10.7* | -39.5* | 5.2* | 62.4 | 19.3 | -11.9* | -5.7* | -55.3*
Cc1ccc(S(=O)(=O)N2CCc3ccc(O)c4c3C2Cc2ccc3c(c2-4)OCO3)cc1 (stereo not given) | 39.5 | 12.6 | 30.4 | 45.6 | 41.6 | 45.8 | 7.3* | 32.6
The results go on:
SMILES | SN12C | 786-0 | UO-31 | OVCAR-4 | IGROV1 | OVCAR-5 | SK-OV-3 | TK-10
NNc1nc2c(cnn2-c2ccccc2)c(=O)n1NC(=O)c1ccccc1 | 104.3 | 106.4 | 83.5 | 111.7 | 118.2 | 105.8 | 110.7 | 113.5
CCOC(=O)c1sc(NC(=O)COc2ccc(/C=C3\CCc4cc(OC)ccc4C3=O)cc2)nc1C | 86.2 | 90.7 | 14.5 | 92.6 | nt | 102.8 | 122.4 | 114.6
O=C(Oc1ccccc1Cl)c1ccc(Cl)c(Cl)c1 | 100.7 | 98.1 | 84.6 | 102.8 | 98.1 | 94.6 | 108.5 | 98.9
COc1cc(C2C=C(c3cc(OC)c(OC)c(OC)c3)Nc3nc(SC)[nH]c(=O)c32)ccc1Oc1ccnc2cc(Cl)ccc12 (stereo not given) | 77.9 | 88.8 | 56.9 | 76.2 | 88.6 | 90.6 | 104.1 | 92.9
Cc1cc(C(=C2C=CC(=Nc3ccccc3)C=C2)c2ccc(Nc3ccccc3)cc2)ccc1N | -63.5* | -84.1* | -67.4* | -74.2* | -26.9* | -60.0* | -64.8* | -64.7*
C=C(C)[C@@H]1CC[C@]2(C(=O)N3CCN(C)CC3)CC[C@]3(C)[C@H](CC[C@@H]4[C@@]5(C)CC[C@H](OC(=O)c6ccccc6C(=O)O)C(C)(C)[C@@H]5CC[C@]43C)[C@@H]12 | 93.5 | 100.7 | 77.7 | 99.2 | 97.9 | 103.8 | 103.9 | 105.8
O=C(Nc1cccc(Cl)c1)OCCCCl | 96.3 | 85.9 | 97.9 | 102.7 | 106.1 | 108.0 | 79.9 | 93.5
O=S(=O)(NCc1ccccc1)c1cccc(N=Cc2c(O)ccc3ccccc23)c1 | 100.0 | 96.2 | 64.6 | 94.3 | 98.7 | 113.2 | 96.4 | 97.6
Cc1ccccc1/C=C/c1nn2c(-c3cccnc3)nnc2s1 | 103.3 | 90.8 | 88.8 | 108.1 | 111.1 | 109.6 | 132.2 | 118.2
O=C(Nc1c(Cl)cccc1Cl)Oc1ccc(Cl)cc1 | 102.7 | 95.3 | 87.0 | 94.7 | 107.3 | 106.4 | 108.5 | 105.5
O=C1Nc2ccccc2/C1=N/N=C/c1cccnc1 | 91.0 | 108.3 | 65.9 | 87.3 | 104.9 | 95.5 | nt | 117.1
